Bioassay records deposited in PubChem by National Center for Advancing Translational Sciences (NCATS).
S2 tox = cell viability loss in ATXN counter-screen | S2 cells (HEK-293 line with an ATXN2-luciferase reporter) viability, CellTiter-Fluor protease fluorescence, 24 h | Potency, µM (doses to about 56.7 µM), hits mostly cytotoxic | actives 0.49% (n = 400,000) | AID 651635; also: nearly all actives have a fitted effect of over 40% in size
EPAC2 antagonist = antagonists of human EPAC2. EPAC2 GEF exchange of Rap1B-BODIPY-GDP, fluorescence. Potency, µM (titrated, usually from 114 µM), inactives show at the highest dose activity, negative = inhibition, actives largely listed as inhibitors. actives 0.18% (n = 360,000); also: % is scaled to controls: 0 for no effect and ±100 for the full control effect; nearly all actives have a fitted effect of over 45% in size; many of its hits are not listed in these tables
Target sequence (Q8WZA2 whole entry, looked up): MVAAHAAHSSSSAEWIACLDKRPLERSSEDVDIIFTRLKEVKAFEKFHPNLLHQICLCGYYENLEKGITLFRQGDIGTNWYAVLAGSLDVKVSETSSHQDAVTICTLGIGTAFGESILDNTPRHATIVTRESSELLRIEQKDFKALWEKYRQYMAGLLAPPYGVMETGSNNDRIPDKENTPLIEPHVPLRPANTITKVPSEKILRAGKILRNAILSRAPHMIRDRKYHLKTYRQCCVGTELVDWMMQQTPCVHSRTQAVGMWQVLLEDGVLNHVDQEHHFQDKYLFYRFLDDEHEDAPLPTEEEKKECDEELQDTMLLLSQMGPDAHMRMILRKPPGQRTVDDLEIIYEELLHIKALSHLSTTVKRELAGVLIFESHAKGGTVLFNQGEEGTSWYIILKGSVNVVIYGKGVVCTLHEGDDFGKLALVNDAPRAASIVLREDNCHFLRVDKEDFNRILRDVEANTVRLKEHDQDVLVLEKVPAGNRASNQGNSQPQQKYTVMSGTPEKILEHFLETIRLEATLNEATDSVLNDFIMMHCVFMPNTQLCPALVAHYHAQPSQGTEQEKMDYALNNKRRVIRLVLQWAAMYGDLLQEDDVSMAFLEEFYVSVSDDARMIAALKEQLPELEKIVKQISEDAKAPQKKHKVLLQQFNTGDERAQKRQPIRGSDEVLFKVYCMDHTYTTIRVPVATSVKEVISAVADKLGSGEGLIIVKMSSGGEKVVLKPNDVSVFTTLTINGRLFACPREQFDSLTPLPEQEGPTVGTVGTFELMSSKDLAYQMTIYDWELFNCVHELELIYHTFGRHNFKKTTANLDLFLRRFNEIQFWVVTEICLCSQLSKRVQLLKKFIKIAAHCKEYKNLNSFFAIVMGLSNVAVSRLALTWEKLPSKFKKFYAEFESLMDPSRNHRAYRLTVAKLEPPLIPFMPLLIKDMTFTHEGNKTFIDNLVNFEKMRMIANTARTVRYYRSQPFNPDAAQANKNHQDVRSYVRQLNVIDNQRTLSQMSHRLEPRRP
MCF10A rerep = inducers of DNA re-replication in MCF 10A breast cells; MCF 10A DNA re-replication, Hoechst nuclear intensity, 48 h; Potency, µM (doses to about 46.1 µM), for inactives: top-dose activity, positive = re-replication, hits mostly activators; actives 2.9% (n = 350,000); also: % of control where 0% means no effect; nearly all actives have a fitted effect of over 50% in size
HepG2 viability = counter-screen for TGF-b inhibitors: cytotoxicity in HepG2 cells; HepG2 CAGA-GFP viability, ATP luminescence, 18 h; Potency, µM (highest dose often 46.1 µM), for the others: at the highest dose activity change, negative = cytotoxicity, usual class: cytotoxic; actives 0.76% (n = 410,000); AID 588856; also: some results filed as inactive show a strong effect at the top dose
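CellTiter-Glo luminescence gave cytotoxicity after 18 hours at 37 degrees C. The cells were HepG2 CAGA-GFP in 1% FBS DMEM, stimulated with 500 pg/mL TGF-beta after compound addition. %Activity was normalised to no-cell wells (complete cell-killing) and DMSO (no toxicity), and curves were fitted and classified.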
Nrf2 inh = blocks Nrf2 signaling. A549 ARE-Fluc reporter, luciferase luminescence, 18-24 h. Potency, µM (series often up to 46 µM), inactives show at the top dose activity change, negative = inhibition, actives largely listed as inhibitors. actives 2.1% (n = 360,000); also: % is scaled to controls: 0 for no effect and ±100 for the full control effect; nearly all actives have a fitted effect of over 60% in size
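A549 ARE_Fluc cells (5000/well, 5% FBS OPTI-MEM) pre-incubated 2 h, then treated with compounds 18-24 h at 37C/5% CO2 in concentration-response. CellTiter-Fluor viability read first; BugLite luciferase luminescence after 15 min at room temperature gives Nrf2 activity.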
A549 viability = A549 cytotoxicity, counter-screen for Nrf2 inhibitors; A549 ARE-Fluc cells, CellTiter-Fluor viability, 18-24 h; Potency, µM (titrated, usually from 46 µM), without a hit: at the top dose activity change, negative = cytotoxicity, most hits filed as inhibitors; actives 0.16% (n = 390,000); AID 504648; also: % is scaled to controls: 0 for no effect and ±100 for the full control effect
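A549 ARE-Fluc cells in 5% FBS OPTI-MEM, 5000 cells/well, rested 2 h then exposed to compounds in concentration-response for 18-24 h at 37 °C. Viability by CellTiter-Fluor fluorescence (Ex 405/Em 525) after 30 min; luciferase luminescence (BugLite, 15 min, RT) read afterwards.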
TGFb inhibitor = blocks TGF-b signaling; HepG2 CAGA-GFP TGF-b/SMAD3 reporter, GFP fluorescence, 18 h; TGF-beta stimulated, 500 pg/mL final; Potency, µM (top dose mostly 46.1 µM), inactives show at the top dose activity, negative = inhibition, usual class: inhibitors; actives 1.2% (n = 410,000); also: % is scaled to controls: 0 for no effect and ±100 for the full control effect; nearly all actives have a fitted effect of over 65% in size
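Inhibition of TGF-beta-driven CAGA-GFP reporter expression in HEPG2 cells is measured by cellular GFP fluorescence after 18 h stimulation with 500 pg/mL recombinant TGF-beta in 1% FBS medium at 37 degrees C.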
ATXN2 expr inh = ATXN2 expression inhibition | actives 0.72% (n = 360,000) | HEK-293 ATXN2-luciferase reporter, luminescence, 24 h | Potency, µM (doses to about 57 µM), without a hit: at the top dose activity change, negative = inhibition, hits mostly inhibitors | AID 1745845; also: % is scaled to controls: 0 for no effect and ±100 for the full control effect; nearly all actives have a fitted effect of over 55% in size
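ATXN2-luciferase reporter cells (luciferase flanked by upstream and downstream ATXN2 gene portions) were treated 24 h at 37 °C with compounds at up to 57 uM. SteadyGlo luminescence gave expression; GF-AFC fluorescence gave viability.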
Nrf2 activator = activates Nrf2 signaling; Potency, µM (series often up to 46.1 µM), inactives show at the top dose activation, hits mostly activators; AREc32 ARE-luciferase reporter (MCF7-derived line), luminescence, 24 h; actives 0.31% (n = 410,000); AID 624171; also: % of control where 0% means no effect; nearly all actives have a fitted effect of over 65% in size
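Cells of the AREc32 ARE-luciferase line are plated in OPTI-MEM containing 5% FBS and left overnight at 37 deg C. Compounds are pinned in, incubation continues 24 hr, and firefly luciferase signal is then measured.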
* = called active by the depositor; i = inactive; ? = inconclusive; · = no result given; [ ] = dose if it differs, or a comment. Calls follow the shape of the dose curve; as a rule, active = well fitted curve in the direction sought with a large enough effect; inconclusive = small, poorly fitted or top-dose-only effect, or another doubt; inactive = no such curve, though single readings can be large; an effect the other way counts as inactive or inconclusive. Potency is read from the fitted curve at half-maximal effect. These rows are one share of the data. The share of hits here may be higher or lower than overall.

Results follow in this order: A549 viability	EPAC2 antagonist	S2 tox	HepG2 viability	TGFb inhibitor	ATXN2 expr inh	Nrf2 inh	MCF10A rerep	Nrf2 activator
COc1cc(Cl)c(C)cc1NC(=O)CSc1nc2c(c(=O)[nH]1)CCCC2
  1.5%	·	i	12.1%	-2.2%	0.5%	-12.2%	·	-0.6%
CC(/C=N/NC(=O)c1cc(-c2ccncc2)nc2ccccc12)=C\c1ccco1
  18.4µM*	-21.1%	i	-6.2%	?	-6.6%	-79.3%	?	?
O=C(N/N=C/C=C\c1ccccc1[N+](=O)[O-])c1cc(-c2ccc3ccccc3c2)n[nH]1
  ?	-12.4%	?	8.91µM*	12.6µM*	-30.9%	?	10.3µM*	6.2%
O=C(N/N=C\c1cccc(Cl)c1)c1ccc(Cn2cc(Br)c([N+](=O)[O-])n2)o1
  -19.8%	-2.1%	?	-1.9%	?	3.0%	?	?	4.1%
CC(=O)c1ccc(OCc2cn(CC(=O)c3ccc(O)cc3)nn2)cc1
  0.3%	13.7%	i	-0.2%	-2.3%	-4.5%	10.6%	9.4%	3.4%
C=CCn1c(=O)c2c(nc(-n3nc(C)cc3C)n2C)n(C)c1=O
  1.4%	1.0%	i	-1.3%	12.3%	·	-11.7%	7.8%	0.2%
O=c1c(-c2ccc(Cl)cc2)coc2c(CN3CCCCC3)c(O)ccc12
  -8.0%	7.7%	i	-2.0%	7.9%	·	-23.2%	1.1%	2.9%
Cc1nc2ccccc2n1CCOc1ccc(F)cc1
  5.6%	-23.9%	i	-5.1%	3.1%	·	20.6µM*	-1.9%	3.2%
COc1ccc(CCNC(=O)COc2ccc(S(=O)(=O)N3CCOCC3)cc2)cc1
  4.8%	-2.0%	i	-2.0%	16.5%	2.4%	-4.1%	0.3%	-0.4%
COc1ccccc1CC(=O)NNS(=O)(=O)c1cccc([N+](=O)[O-])c1
  1.9%	10.6%	i	-7.3%	-1.5%	9.8%	-4.3%	-1.1%	-0.2%
COc1ccc(N/C=C(\C#N)S(=O)(=O)c2ccc(OC)cc2)cc1
  4.9%	-2.7%	i	-5.8%	?	-5.0%	-25.6%	0.1%	-0.6%
O=C(O)CN1C(=O)C2C3CC(C2C1=O)C1C(c2ccc(F)cc2)c2sc(=O)[nH]c2SC31 (configuration not stated)
  -2.0%	-2.0%	i	-46.7%	2.4%	0.9%	-9.8%	-1.4%	0.3%
COc1cc(/C=C/C(=O)OCC(=O)Nc2c(C)n(C)n(-c3ccccc3)c2=O)ccc1OCC#N
  -2.2%	-4.0%[57.1 µM]	i	0.9%	-2.9%	·	-1.2%	-0.5%	-0.6%
S=c1nc(-c2ccccc2)c(-c2ccccc2)n[nH]1
  3.0%	0.0%	i	12.4%	6.0%	·	7.0%	38.4%	-0.2%
COc1ccc(C(=O)N2CCN(c3ccc(NC(=O)c4cccnc4)cc3)CC2)cc1
  -10.0%	15.0%	i	1.2%	0.0%	0.9%	-15.3%	-0.6%	-0.6%
CCOC(=O)[C@H]1[C@H]2COc3ccc(C)cc3[C@@H]2N2C(=O)c3cc(F)ccc3NC(=O)[C@@]12C
  -0.7%	-9.1%	i	1.6%	-1.9%	-5.0%	-7.4%	-7.3%	0.6%
N#Cc1ccccc1Sc1ccccc1C(=O)OCc1nnc(-c2ccccc2)o1
  1.8%	-1.1%	i	-6.1%	15.4%	7.3%	14.8%	?	0.5%
O=C(NCCc1ccccc1)c1ccc2nc3cc(Cl)ccc3c(=O)n2c1
  -4.2%	-14.4%	i	-31.9%	0.1%	7.9%	1.4%	?	0.5%
CCn1c(SCc2ccc(Cl)c(Cl)c2)nnc1C(C)NC(=O)c1ccc(OC)cc1 (configuration not stated)
  -13.7%	-0.1%	?	2.7%	-3.0%	-3.2%	1.6%	2.0%	1.3%
CC(=O)c1ccc(NC(=O)Nc2ccc(Br)cc2C)cc1
  3.2%	-17.9%	i	1.7%	-5.3%	-21.2%	14.9%	?	-0.3%
COc1cccc(NC(=O)C(=O)NCCc2ccc(F)cc2)c1
  -0.4%	5.0%	i	20µM*	-10.4%	26.5%	11.3%	8.2%	3.2%
O=C(NC(=S)N1CCCc2ccccc21)c1ccc(Br)cc1
  25.7%	-0.1%	i	5.1%	-29.3%	35.6%	31.8%	?	24.5%
Cc1cccc2sc(NC(=O)CCn3cccc3)nc12
  1.6%	5.5%	i	-49.8%	0.9%	1.2%	-14.6%	20.8%	4.8%
CCOc1ccc(NC(=O)NCCCSC2CCCCC2)cc1
  -2.3%	13.1%	i	-2.0%	-2.2%	-1.8%	2.5%	2.5%	-0.4%
CCCNC(=O)C1(C)CCCN(C(=O)CN2C(=O)c3ccccc3C2=O)C1 (configuration not stated)
  ·	-6.7%	i	2.3%	3.7%	-3.3%	·	·	-1.1%
COc1ccc(OC)c(NC(=O)Cn2nc3c(cc2=O)CCCC3)c1
  -3.8%	·	i	-5.0%	-6.9%	-6.7%	-17.4%	·	-1.7%
CCOC(=O)N1CCN(c2cc(N(C)CCO)c([N+](=O)[O-])c3nonc23)CC1
  -29.1%	4.7%	i	3.1%	0.5%	2.6%	11.7%	-2.5%	0.2%
CCOC(=O)c1cnc(-n2nc(C)cc2C)nc1N1CCOCC1
  0.6%	-2.1%	i	-1.6%	-10.5%	1.4%	2.5%	-0.9%	0.0%
COc1ccc(-c2[nH]ncc2CN2CCN(c3ccccn3)CC2)c(OC)c1
  0.0%	1.7%	i	-13.5%	5.1%	4.8%	4.5%	0.1%	0.5%
COc1ccc(-c2nc(Cn3c(SCc4ccccc4F)nc4ccncc43)c(C)o2)cc1OC
  -20.1%	·	?	-42.7%	-1.7%	-8.0%	?	·	0.8%

Sorted by molar mass (largest number first): some entries from above.
Results follow in this order: A549 viability	EPAC2 antagonist	S2 tox	HepG2 viability	TGFb inhibitor	ATXN2 expr inh	Nrf2 inh	MCF10A rerep	Nrf2 activator
N#Cc1ccccc1Sc1ccccc1C(=O)OCc1nnc(-c2ccccc2)o1
  1.8%	-1.1%	i	-6.1%	15.4%	7.3%	14.8%	?	0.5%
COc1ccccc1CC(=O)NNS(=O)(=O)c1cccc([N+](=O)[O-])c1
  1.9%	10.6%	i	-7.3%	-1.5%	9.8%	-4.3%	-1.1%	-0.2%
COc1cccc(NC(=O)C(=O)NCCc2ccc(F)cc2)c1
  -0.4%	5.0%	i	20µM*	-10.4%	26.5%	11.3%	8.2%	3.2%
Cc1nc2ccccc2n1CCOc1ccc(F)cc1
  5.6%	-23.9%	i	-5.1%	3.1%	·	20.6µM*	-1.9%	3.2%
S=c1nc(-c2ccccc2)c(-c2ccccc2)n[nH]1
  3.0%	0.0%	i	12.4%	6.0%	·	7.0%	38.4%	-0.2%

Looked up by compound from the entries so far, two records:
Results follow in this order: A549 viability	EPAC2 antagonist	S2 tox	HepG2 viability	TGFb inhibitor	ATXN2 expr inh	Nrf2 inh	MCF10A rerep	Nrf2 activator
C=CCn1c(=O)c2c(nc(-n3nc(C)cc3C)n2C)n(C)c1=O
  1.4%	1.0%	i	-1.3%	12.3%	·	-11.7%	7.8%	0.2%
CCCNC(=O)C1(C)CCCN(C(=O)CN2C(=O)c3ccccc3C2=O)C1 (configuration not stated)
  ·	-6.7%	i	2.3%	3.7%	-3.3%	·	·	-1.1%

Following part:
Results follow in this order: A549 viability	EPAC2 antagonist	S2 tox	HepG2 viability	TGFb inhibitor	ATXN2 expr inh	Nrf2 inh	MCF10A rerep	Nrf2 activator
Cc1ccccc1CSc1nsc(N)n1
  -2.6%	-2.8%	?	0.6%	12.1%	0.3%	4.2%	-3.9%	2.8%
CC(=O)NC(c1ccc(F)c(F)c1)c1nc(-c2cccc(F)c2)cs1 (configuration not stated)
  ·	-19.5%	?	-9.5%	9.2%	-17.8%	·	·	3.8%
CC(C)n1cnc2c(oc3ccccc32)c1=O
  -5.2%	1.2%	i	-3.6%	9.0%	31.0%[activator]	?	-7.8%	3.2%
CC1(C)NC(=O)N(CC(O)COc2ccc(-c3ccccc3)cc2)C1=O (configuration not stated)
  -24.1%	-1.3%	i	-13.7%	0.4%	-10.1%	?	?	-0.8%
COC(=O)c1ccc(N2CCN(c3ccccc3)CC2)c(N)c1
  -2.9%	9.9%	i	-18.8%	4.0%	·	-0.6%	4.2%	-0.3%
COc1ccc2occ(C(=O)c3coc4ccc(O)c(CN(C)C)c34)c2c1
  ·	0.3%	?	-22.0%	-5.0%	?	1.9%	-0.8%	?
COc1nc(Nc2ccccc2)nc(OC)n1
  -1.9%	13.7%	i	-49.4%	0.0%	1.8%	5.5%	?	6.5%
Cc1ccc(C(=O)c2nocc2C(=O)c2cccs2)cc1
  -0.8%	-6.2%	i	-6.0%	4.2%	-9.3%	-12.2%	?	-0.3%
COc1ccc(C(=O)N2CC(=O)Nc3ccccc32)cc1S(=O)(=O)N1CCCC1
  0.2%	14.1%	i	3.9%	3.4%	-17.7%	-6.7%	-12.2%	-0.5%
[O-]/C(=C(\C(=S)NCc1ccccc1)[n+]1ccccc1)c1ccc(Cl)cc1
  1.1%	-2.9%	i	-1.1%	4.8%	-17.0%[11.3 µM]	-4.4%	10.8%	-0.3%
Cc1cc(=O)nc2c3ccccc3n(CC(=O)NCCCN3CCCC3=O)n12
  5.9%	-4.5%	i	-2.1%	-0.5%	13.2%	-1.5%	2.3%	-0.4%
Cc1ccc(CNC(=O)C2CCC(=O)N(CCCN3CCOCC3)C2)cc1 (configuration not stated)
  5.4%	12.9%	i	3.0%	4.3%	-2.5%	15.0%	3.6%	0.1%
COc1ccccc1C(=O)O/N=C1/CCCc2c1ccc(OC)c2[N+](=O)[O-]
  5.3%	-3.6%	i	2.3%	7.0%	-10.9%	·	22.4%	3.8%
CN(C)CCCn1c(=O)n(CCc2ccccc2)c(=O)c2c3c(sc21)CCCCC3
  4.1%	-13.8%	i	-8.2%	12.9%	·	5.9%	1.0%	-0.6%
